High-throughput results from PubChem BioAssay.
4-MU autofl: compounds fluorescent in 4-MU spectral region | compound autofluorescence, 340/450 nm, 4-MU equivalents; active compounds read high | max dye-equivalent concentration, M | hit rate 11% among 59,000; in the data active = max dye-equivalent concentration above about 10 nM; inconclusive = mostly about 1.1 nM to 9.6 nM
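Intrinsic fluorescence at 340/450 nm (ex/em) was read after 15 min at room temperature in pH 8.0, 100 mM Tris. Each compound concentration expressed as 4-MU-equivalent concentration from a six-point 4-MU standard series on each plate.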
ERK AVP block: inhibitors of vasopressin-stimulated ERK signaling pathway; HEK293-V1b, vasopressin-stimulated pERK AlphaScreen; Potency, µM (highest dose often 57.5 µM), without a hit: at the highest dose activity, negative = inhibition, hits mostly inhibitors; hit rate 0.99% among 72,000; note: potency is the fitted concentration of half-maximal effect; % is set by controls: 0 for no effect and ±100 for the full control effect; nearly all actives have a fitted effect of over 55% in size
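HEK293 cells stably expressing V1b receptor, seeded overnight in 1% FBS, were treated with compounds for 30 min at 37C, then stimulated 5 min with 25 nM vasopressin; phospho-ERK read by AlphaScreen SureFire after lysis.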
HBB splicing: alters splicing of the hemoglobin beta chain; HBB splicing reporter cell assay, activation; EGFP reporter with mutant IVS2-654 intron; response scale: normalised to 500 nM splice-correcting PNA; Potency, µM (highest dose often 46.1 µM), for the others: at the top dose activation, usual class: activators; hit rate 0.06% among 65,000; AID 925; note: potency is the fitted concentration of half-maximal effect; 0% is about no effect
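Compounds were applied for 2 days to HeLa EGFP-654 cells, 500/well in Optimem with 2% FCS. The reporter's EGFP is disrupted by mis-splicing of beta-globin intron IVS2-654. Readout: summed well GFP fluorescence from 488 nm laser scanning; reference was 500 nM antisense […] 654 PNA.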
FLuc inh: inhibitors of firefly luciferase; P08659; purified firefly luciferase, luminescence, 8 min; Potency, µM (titrated, usually from 57.1 µM), for the others: at the highest dose activity change, negative = inhibition, actives largely listed as inhibitors; hit rate 2.2% among 72,000; note: potency is the fitted concentration of half-maximal effect; % is set by controls: 0 for no effect and ±100 for the full control effect; nearly all actives have a fitted effect of over 40% in size
Target sequence (P08659 whole entry, looked up): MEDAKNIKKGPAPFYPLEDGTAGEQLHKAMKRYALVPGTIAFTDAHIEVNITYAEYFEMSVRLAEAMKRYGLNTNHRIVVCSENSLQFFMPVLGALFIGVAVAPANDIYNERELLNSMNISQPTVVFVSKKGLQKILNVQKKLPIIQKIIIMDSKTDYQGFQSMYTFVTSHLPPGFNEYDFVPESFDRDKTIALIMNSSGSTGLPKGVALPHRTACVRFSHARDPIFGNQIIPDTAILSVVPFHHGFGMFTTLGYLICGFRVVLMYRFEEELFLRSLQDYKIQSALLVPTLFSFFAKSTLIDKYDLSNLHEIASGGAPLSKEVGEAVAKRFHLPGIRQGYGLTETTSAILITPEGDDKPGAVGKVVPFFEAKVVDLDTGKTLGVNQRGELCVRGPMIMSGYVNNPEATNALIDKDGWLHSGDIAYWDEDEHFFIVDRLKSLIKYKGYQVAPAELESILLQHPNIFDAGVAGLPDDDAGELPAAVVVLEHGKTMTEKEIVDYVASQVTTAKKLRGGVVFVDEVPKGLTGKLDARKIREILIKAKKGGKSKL
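Inhibition of light generation by firefly luciferase from ATP and luciferin was profiled with concentration-response curves per sample, ATP held at 10 uM within the enzyme's linear range. Plates were read by luminescence after an 8-minute ambient incubation.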
Fluorescein autfl: compound fluoresces in the fluorescein spectral region | Compound autofluorescence, 480/540 nm, fluorescein-equivalent; active compounds read high | max fluorescein-equivalent concentration, M | hit rate 0.91% among 59,000 | AID 593; in the data active = max fluorescein-equivalent concentration above about 10 nM; inconclusive = between about 1.1 nM and that limit
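In this qHTS profile, compound fluorescence was measured with a 480 nm/540 nm filter pair following a 15-min room-temperature incubation in 100 mM Tris (pH 8.0). A six-point fluorescein series on each plate served for normalization.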
CRE-bla Fsk: alters forskolin-stimulated CRE reporter signaling in CHO cells; CHO CRE-bla reporter (cAMP response element driving beta-lactamase), forskolin EC10, beta-lactamase ratio; Potency, µM (series often up to 38.2 µM), without a hit: top-dose activity change, negative = inhibition, actives largely listed as activators; hit rate 2.5% among 71,000; AID 662; active = well fitted activation curve with a large enough effect in the signal ratio, with a control signal flat, not every such curve was filed as active; inconclusive = small, poorly fitted or top-dose-only effect, or effect the other way, or a change in a side signal; the % refers to the signal ratio; note: potency is the fitted concentration of half-maximal effect; % of control where 0% means no effect
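Modulation of forskolin-driven signalling is measured in CHO cells carrying a CRE-controlled beta-lactamase reporter. Cells are stimulated with EC10 NKH 477 in the presence of titrated compound for 3 h at 37 °C, then loaded with CCF4 for 2 h at room temperature.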
TexasRed autofl: compounds fluorescent in Texas Red spectral region; hit rate 0.06% among 59,000; max dye-equivalent concentration, M; Compound fluorescence, Texas Red channel, 547/618 nm; active compounds read high; in the data active = max dye-equivalent concentration above about 10 nM; inconclusive = between about 1.1 nM and that limit
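Spectral interference profiling: each compound concentration's relative fluorescence, read with a 547 nm excitation and 618 nm emission filter pair, was normalized to a per-plate Texas Red standard curve.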
A350 autofl: compound fluoresces in the Alexa 350 spectral region. hit rate 11% among 59,000. AID 590. Compound autofluorescence, 340/450 nm, Alexa 350 dye-equivalents; active compounds read high. max dye-equivalent concentration, M; in the data active = max dye-equivalent concentration above about 10 nM; inconclusive = mostly about 1.1 nM to 9.6 nM
Ub-GFP proteasome: inhibits proteasome, raising ubiquitin-GFP reporter fluorescence; Potency, µM (top dose mostly 45.9 µM), without a hit: at the highest dose activation (GFP accumulation), hits mostly activators; 67,000 tested, under 10 active; Ubiquitin-GFP reporter cells, proteasome inhibition, GFP fluorescence; response scale: untreated = 0%, 10 µM MG-132 = 100%; active = well fitted activation curve with a large enough effect, not every such curve was filed as active; inconclusive = small, poorly fitted or top-dose-only effect, or another doubt; inactive = no such curve, though single readings can be large or run the other way; note: potency is the fitted concentration of half-maximal effect
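U2OS Ub(G76V)-GFP reporter; O/N plating, 0.5% FBS; cpd 46 uM–2.9 nM, 4 h, 37 °C; GFP+ cell count, 488/515 nm; norm. to basal vs 10 uM MG-132; CRC fit.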
Hsp90 Hop PPI: changes Hsp90-Hop TPR2A binding signal, up or down; Potency, µM (highest dose often 57 µM), inactives show at the top dose activity change, negative = inhibition; AlphaScreen TPR2A-His6 binding biotin-Hsp90 C-terminal peptide; AID 595; hit rate 0.44% among 71,000; active = well fitted curve in either direction with a large enough effect; inconclusive = small, poorly fitted or top-dose-only effect, or another doubt; note: potency is the fitted concentration of half-maximal effect; % is set by controls: 0 for no effect and ±100 for the full control effect; many of its hits are not listed in these tables
GFP derepression: epigenetic GFP locus derepression in mouse cells; mouse C127i GFP locus derepression, cytometry, 30 h; Potency, µM (series often up to 46.1 µM), inactives show at the highest dose GFP derepression (activation); hit rate 0.09% among 68,000; AID 597; note: % of control where 0% means no effect
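Locus derepression in mouse mammary C127i cells whose integrated CMV-GFP reporter is normally silent; GFP expression after 30 h compound treatment was quantified by counting fluorescent cells.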
Starred values were filed as active, the others as inactive; & = joins results of further samples; [ ] = another dose, or the depositor's remark. Unless noted, calls come from the whole dose curve; as a rule, active = well fitted curve in the direction sought with a large enough effect; inconclusive = small, poorly fitted or top-dose-only effect, or another doubt; inactive = no such curve, though single readings can be large; an effect the other way counts as inactive or inconclusive. Some of the compounds tested (hit frequency here may not be typical).

CCC1CCCCN1C1Sc2ccc(C(=O)OC)cc2NC1=O (stereo unspecified) was read as 4-MU autofl inactive, ERK AVP block 2.8%, HBB splicing -1.7%[57.5 µM], FLuc inh 0.6%, Fluorescein autfl inconclusive, CRE-bla Fsk 8.7%, TexasRed autofl inactive, A350 autofl inactive, Ub-GFP proteasome -0.2%, Hsp90 Hop PPI -6.9% and GFP derepression 4.3%.
O=C1COc2ccc(C(=O)CSc3nnc(Cc4cccs4)n3-c3ccccc3)cc2N1 was read as 4-MU autofl inactive, ERK AVP block inconclusive, HBB splicing -0.4%[57.5 µM], FLuc inh 0.2%, Fluorescein autfl inactive, CRE-bla Fsk -1.4%, TexasRed autofl inactive, A350 autofl inactive, Ub-GFP proteasome -0.1%, Hsp90 Hop PPI -3.8% and GFP derepression -1.9%.
CN1CCc2c(sc3c2C(=O)NC(c2cccs2)N3)C1 (stereo unspecified) was read as 4-MU autofl 1.26e-07M*, ERK AVP block -21.8%, HBB splicing 0.1%[0.369 µM], FLuc inh -15.7%, Fluorescein autfl 1.81e-08M*, CRE-bla Fsk 12.6µM*, TexasRed autofl inconclusive, A350 autofl 1.58e-07M*, Ub-GFP proteasome 0.3%, Hsp90 Hop PPI -7.7% and GFP derepression inconclusive.
C1CCc2nnnn2CC1 was read as 4-MU autofl inactive, ERK AVP block -10.7%, HBB splicing 2.0%[20.6 µM], FLuc inh -0.6%[25.5 µM], Fluorescein autfl inconclusive, CRE-bla Fsk -3.1%[17.1 µM], TexasRed autofl inconclusive, A350 autofl inactive, Ub-GFP proteasome 3.0%[20.5 µM], Hsp90 Hop PPI -0.3%[26 µM] and GFP derepression 10.5%[20.6 µM].
CCOc1cc(C2c3c(n[nH]c3C)C(=O)N2c2ccc(Br)cc2)ccc1O (stereo unspecified) was read as 4-MU autofl inactive, ERK AVP block -14.2%, HBB splicing 1.7%, FLuc inh -2.5%, Fluorescein autfl inactive, CRE-bla Fsk inconclusive, TexasRed autofl inactive, A350 autofl inactive, Ub-GFP proteasome 13.3%, Hsp90 Hop PPI -3.3% and GFP derepression -2.6%.
`Cn1ncc(C#N)c1/N=C/N1CCCCC1` gave 4-MU autofl inactive, ERK AVP block -6.3%, HBB splicing 0.0%, FLuc inh 0.9%, Fluorescein autfl inactive, CRE-bla Fsk inconclusive, TexasRed autofl inactive, A350 autofl inactive, Ub-GFP proteasome -7.4%, Hsp90 Hop PPI -3.6% and GFP derepression -2.9%.
Screening Cn1c(C(=O)NCCCN2CCCCCC2)cc2c(=O)n(C)c3ccccc3c21 returned ERK AVP block -27.4%, HBB splicing -1.1%, FLuc inh 0.3%, CRE-bla Fsk inconclusive, Ub-GFP proteasome -2.9% and Hsp90 Hop PPI -4.9%[2.3 µM].
Cc1ccc2c(c1)nnn2C1CCN(S(=O)(=O)c2ccc(C(=O)N3C(C)CCCC3C)cc2)CC1 (stereo unspecified) was read as 4-MU autofl inactive, ERK AVP block -1.6%, FLuc inh 0.7%, Fluorescein autfl inactive, CRE-bla Fsk -1.4%, TexasRed autofl inconclusive, A350 autofl inactive, Ub-GFP proteasome -1.8%, Hsp90 Hop PPI -3.2% and GFP derepression -4.1%.
For Cc1nc2sccn2c1P(c1c(C)nc2sccn12)c1c(C)nc2sccn12 the results were 4-MU autofl inactive, ERK AVP block -8.9%, HBB splicing -2.4%, FLuc inh 0.7%, Fluorescein autfl inconclusive, CRE-bla Fsk -2.0%, TexasRed autofl inactive, A350 autofl inactive, Ub-GFP proteasome 1.8%, Hsp90 Hop PPI -5.8% and GFP derepression 5.4%.
`COc1ccc(S(=O)(=O)N2CCN(CC(=O)Nc3ccc(C)c(F)c3)CC2)cc1` gave 4-MU autofl inactive, ERK AVP block -18.1%, HBB splicing -2.8%, FLuc inh 2.3%, Fluorescein autfl inactive, CRE-bla Fsk inconclusive, TexasRed autofl inactive, A350 autofl inactive, Ub-GFP proteasome -4.3%, Hsp90 Hop PPI -7.9% and GFP derepression -3.8%.
For O=C(CCNS(=O)(=O)c1ccc(Cl)cc1)N1CCC2(O)CCCCC2C1 (stereo unspecified) the results were 4-MU autofl inactive, ERK AVP block -10.0%, HBB splicing -1.8%[0.369 µM], FLuc inh 1.9%, Fluorescein autfl inactive, CRE-bla Fsk -3.8%, TexasRed autofl inactive, A350 autofl inconclusive, Ub-GFP proteasome -4.3%, Hsp90 Hop PPI 0.0% and GFP derepression 0.6%.
For CC(C)(C)[C@@]1(O)CCN2C[C@@H]3c4ccccc4CCc4cccc(c43)[C@@H]2C1 the results were 4-MU autofl inactive, ERK AVP block 13.5%&-19.6%, HBB splicing 1.8%&-0.1%, FLuc inh -1.0%&1.4%, Fluorescein autfl inconclusive, CRE-bla Fsk inconclusive, TexasRed autofl inactive, A350 autofl inactive, Ub-GFP proteasome 3.0%&3.0%, Hsp90 Hop PPI -11.1%&-9.2% and GFP derepression 2.2%&-2.2%.
`O=C(CCCn1c(=S)[nH]c2ccccc2c1=O)NCc1ccco1` gave 4-MU autofl inactive, ERK AVP block -14.5%, HBB splicing -0.5%, FLuc inh 1.0%, Fluorescein autfl inactive, CRE-bla Fsk 7.1%, TexasRed autofl inactive, A350 autofl inactive, Ub-GFP proteasome 1.0%, Hsp90 Hop PPI -6.5% and GFP derepression 1.6%.
CCn1c(Cc2cccn2C)nnc1SCC(=O)c1ccc(C)cc1 was read as 4-MU autofl inactive, ERK AVP block 15.0%, HBB splicing -3.3%, FLuc inh -3.3%, Fluorescein autfl inconclusive, CRE-bla Fsk 1.1%, TexasRed autofl inactive, A350 autofl inconclusive, Ub-GFP proteasome 0.0%, Hsp90 Hop PPI -11.2% and GFP derepression -1.1%.
For COCCCN(C)C1CCN(C(=O)Nc2ccc(F)cc2)CC1 the results were ERK AVP block 0.4%, HBB splicing 0.8%, FLuc inh 1.9%, CRE-bla Fsk -5.8%, Ub-GFP proteasome -2.2%, Hsp90 Hop PPI -1.2% and GFP derepression -5.0%.
CC(NC(=O)c1ccnc(C(C)(C)C)c1)c1ccccc1 (stereo unspecified) was read as 4-MU autofl inactive, ERK AVP block inconclusive, HBB splicing 0.5%, FLuc inh 2.1%, Fluorescein autfl inactive, CRE-bla Fsk 0.6%, TexasRed autofl inconclusive, A350 autofl inactive, Ub-GFP proteasome -4.7%, Hsp90 Hop PPI 2.7% and GFP derepression 0.0%.
For COc1cccc(C(c2nnnn2Cc2ccco2)N2CCN(c3cccc(C)c3C)CC2)c1OC (stereo unspecified) the results were 4-MU autofl inactive, ERK AVP block -7.7%, HBB splicing -2.5%, FLuc inh -1.7%, Fluorescein autfl inconclusive, CRE-bla Fsk 10.1%, TexasRed autofl inconclusive, A350 autofl inactive, Ub-GFP proteasome 0.7%, Hsp90 Hop PPI -10.3% and GFP derepression -1.2%.
Screening CN(C(=O)c1ccccc1Cl)c1ccccc1 returned 4-MU autofl inactive, ERK AVP block -9.1%, HBB splicing -0.6%, FLuc inh 0.5%, Fluorescein autfl inconclusive, CRE-bla Fsk -0.1%, TexasRed autofl inconclusive, A350 autofl inactive, Ub-GFP proteasome 0.3%, Hsp90 Hop PPI 0.9% and GFP derepression -2.2%.
`CCOC(=O)CCn1c(=O)c2c(nc(Br)n2Cc2ccccc2)n(C)c1=O` gave 4-MU autofl inactive, ERK AVP block -20.0%, HBB splicing 6.3%, FLuc inh 2.3%, Fluorescein autfl inactive, CRE-bla Fsk inconclusive, TexasRed autofl inactive, A350 autofl inactive, Ub-GFP proteasome -0.2%, Hsp90 Hop PPI -3.7% and GFP derepression 0.0%.
COc1ccc(S(=O)(=O)c2ccc(OC)c(OC)c2)cc1OC was read as 4-MU autofl inactive, ERK AVP block 15.8µM*, HBB splicing -0.3%[57.5 µM], FLuc inh 2.1%, Fluorescein autfl inactive, CRE-bla Fsk 10µM*, TexasRed autofl inactive, A350 autofl inactive, Ub-GFP proteasome -2.1%, Hsp90 Hop PPI -3.6% and GFP derepression -2.3%.
Screening COc1ccc(Nc2oc(COc3ccc(Cl)cc3)nc2C#N)cc1 returned 4-MU autofl inactive, ERK AVP block -24.6%, HBB splicing -0.6%, FLuc inh -4.8%, Fluorescein autfl inactive, CRE-bla Fsk 7.7%, TexasRed autofl inactive, A350 autofl inactive, Ub-GFP proteasome -9.4%, Hsp90 Hop PPI inconclusive and GFP derepression 2.6%.
Screening O=C(Nc1ccc(CN2CCOCC2)cc1)c1cc2ccccc2o1 returned 4-MU autofl inactive, ERK AVP block 25.1µM*, HBB splicing -2.6%, FLuc inh 12.6µM*, Fluorescein autfl inconclusive, CRE-bla Fsk 2.0%, TexasRed autofl inactive, A350 autofl inactive, Ub-GFP proteasome 11.3%, Hsp90 Hop PPI -0.8% and GFP derepression 0.0%.
`COc1ccc(C)cc1NC(=O)CSc1nnc(-c2cc3cccc(OC)c3o2)n1N` gave 4-MU autofl inactive, ERK AVP block -6.5%, HBB splicing -6.3%, FLuc inh -0.6%, Fluorescein autfl inactive, CRE-bla Fsk 20.9%, TexasRed autofl inactive, A350 autofl inactive, Ub-GFP proteasome -1.6%, Hsp90 Hop PPI -2.0% and GFP derepression -1.6%.
